ERp5 block: blocks human ERp5 reductase activity on insulin. Q15084. ERp5 insulin aggregation, absorbance 650 nm, 90 min. inhibition, % at 9.99 µM. 0.05% of 350,000 active. AID 651711;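 active = mean replicate inhibition above about 25%, with every replicate also reaching it, limit read from the data, passing the limit was not always enough; inconclusive = only one of those two criteria met; inactive = neither criterion met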
Target sequence (Q15084 whole entry, looked up): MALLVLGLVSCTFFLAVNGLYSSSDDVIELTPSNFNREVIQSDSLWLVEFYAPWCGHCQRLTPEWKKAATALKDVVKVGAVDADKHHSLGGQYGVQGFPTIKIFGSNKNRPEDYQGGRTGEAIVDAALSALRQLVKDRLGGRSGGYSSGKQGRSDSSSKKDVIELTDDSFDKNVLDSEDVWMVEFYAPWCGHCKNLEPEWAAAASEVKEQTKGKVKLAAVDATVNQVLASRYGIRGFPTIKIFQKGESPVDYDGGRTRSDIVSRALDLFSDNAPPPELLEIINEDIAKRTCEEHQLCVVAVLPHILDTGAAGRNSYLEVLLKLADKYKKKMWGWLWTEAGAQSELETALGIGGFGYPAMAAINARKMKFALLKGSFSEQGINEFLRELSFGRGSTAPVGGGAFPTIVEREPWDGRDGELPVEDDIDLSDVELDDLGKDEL
Statin myotox sup: suppression of simvastatin myotoxicity. rescue of ATP level, % at 7.49 µM. 0.78% of 330,000 active. C2C12 myotubes + simvastatin, ATP luminescence, 48 h; scaled: DMSO 0, geranylgeraniol control 100. AID 602340;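 active = mean ATP rescue above about 67%, or every replicate alone reaching that limit, limit read from the data, passing the limit was not always enough; inconclusive = no clear call, values can overlap the other calls; inactive = mean under the limit and some replicate under it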;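 note: myotubes were challenged with 10 µM simvastatin during compound exposure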
SIRT5 block: sirtuin-5 (human) deacylase inhibition. Q9NXA8. Purified SirT5, succinyl-peptide AMC, trypsin-coupled fluorescence. inhibition, % at 15 µM. 1.1% of 330,000 active. AID 652115; in the data active = inhibition above about 15%; inconclusive = no clear call, values can overlap the other calls
Target sequence (Q9NXA8 whole entry, looked up): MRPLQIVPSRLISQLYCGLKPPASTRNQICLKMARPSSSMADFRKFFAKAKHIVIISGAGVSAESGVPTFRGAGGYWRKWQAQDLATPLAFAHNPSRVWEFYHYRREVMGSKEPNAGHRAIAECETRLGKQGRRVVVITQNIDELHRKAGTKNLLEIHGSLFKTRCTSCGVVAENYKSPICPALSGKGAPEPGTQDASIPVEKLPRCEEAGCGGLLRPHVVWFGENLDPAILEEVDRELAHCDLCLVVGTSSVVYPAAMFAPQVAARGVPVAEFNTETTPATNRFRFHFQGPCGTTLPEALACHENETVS
esBAF inh: blocks esBAF chromatin remodeling in mouse ES cells; Bmi1-luciferase knock-in reporter, 24 h; 100% = twice the neutral-well signal; reporter increase, % at 12.5 µM; 2% of 350,000 active; AID 602393; in the data active = activation above about 40%; inconclusive = no clear call, values can overlap the other calls;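 note: 0% = median of the plate's neutral control wells and 100% = double that signal; a rise in the Bmi1 reporter signal indicates esBAF inhibition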
Cneo AK release: causes C. neoformans cell lysis; adenylate kinase release luminescence, 4 h; normalised: neutral wells 0, clomiphene wells 100; lysis activity, % at 15 µM; 0.2% of 360,000 active; AID 651654;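 active = mean lysis activity across replicates of at least 80%, whatever share of replicates individually reach that level; inactive = mean lysis activity below 80%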
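Schedule: static 4 h at 37 °C with compound, 1 h detection; system: C. neoformans cells; benchmarks: Clomiphene as positive control; buffer or medium: fresh YPD medium; measure: luminescence rise reflecting yeast cell lysis; measured by: luminescent adenylate kinase detection reagent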
miR122 inh: blocks miR-122 activity in Huh7 sensor cells | 0.3% of 340,000 active | Huh7 miR-122 Renilla luciferase sensor, 48 h; neutral wells = 0, positive control = 100 | activation (reporter increase), % at 12.5 µM;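 active = mean replicate activation score at least 90 and every replicate individually at or above 90; inconclusive = only one of the two criteria met; inactive = neither criterion met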;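 note: higher luciferase means less miR-122 activity so hits act as miR-122 inhibitors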
ARNT TACC3 PPI: disruptors of human ARNT/TACC3 interaction; inhibition, % at 9.99 µM; AlphaScreen His-ARNT PAS-B/GST-TACC3 binding, luminescence; TACC3 fragment carries E629A point mutation; Q9Y6A5; 0.66% of 390,000 active; AID 623870;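 active = mean inhibition of replicates at least 50% and at least half of replicates each reaching 50%; inconclusive = half or more replicates reach 50% but mean below 50%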;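 note: 0% = complete ARNT plus TACC3 wells and 100% = ARNT alone without TACC3; many hits fall short of the cut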
The depositor's hits bear a star; ? = inconclusive; . = not tested or not shown; & = joins results of further samples; [ ] = another dose, or the depositor's remark.

SMILES	ERp5 block	Statin myotox sup	SIRT5 block	esBAF inh	Cneo AK release	miR122 inh	ARNT TACC3 PPI
CCCn1c(SC(C)C(=O)NCC2CCCO2)nc2cc(Cl)ccc2c1=O (stereo unspecified)	-1	8	-3	-2	0	.	22
O=C(NC1Cc2ccccc2C1)[C@H]1[C@H](CO)[C@H]2Cn3c(ccc(C4=CCCC4)c3=O)[C@@H]1N2CC1CC1	-2	1	8	-1	44	.	14
C[C@@H]1CN([C@@H](C)CO)C(=O)c2cc(-c3ccccc3)cnc2O[C@@H]1CN(C)C(=O)Nc1ccc2c(c1)OCO2	2	48	10	4	-1	-1[16.7 µM]	6
CCCn1c(SCC(=O)NC(=O)NCc2ccccc2)n[nH]c1=O	-8	13	-2	-3	2	-14	-1
CCC(C)(C)NC(=O)c1cc([N+](=O)[O-])ccc1N1CCCCC1	4	1	-5	-35	2	10	4
O=C(NCc1ccncc1)C(=O)Nc1ccc2c(c1)OCO2	4	.	3	.	.	.	-5
COc1ccc(/C(C)=N/NC(=O)Cc2c(C)nc(C)[nH]c2=O)cc1	0	.	-3	.	.	.	-20
CN(C)C(CNC(=O)c1ccc(NS(=O)(=O)c2ccc(F)c(F)c2)cc1)c1ccccc1 (stereo unspecified)	3	-4	2	-4	-1	-1	-5
CS(=O)(=O)N1CCN(C(=O)c2cc(-c3cccnc3)nc3ccc(Br)cc23)CC1	5	0	-1	3	1	-3	33
CO[C@@H]1CN(C)C(=O)c2cc(NS(=O)(=O)C3CCCCC3)ccc2OC[C@H](C)NC[C@@H]1C	0	-2	2	-14	86*	.	27
Cc1ccc(OCCNC(=O)CCNS(=O)(=O)c2ccc3ccccc3c2)cc1	-9	11	0	2	1	47	18
Cc1cccc(N(C)C(=O)c2cc3cc4ccc(C)cc4nc3o2)c1	.	-7	.	11	-2	3	0
COc1ccc(C(=O)NCc2nnc(SCC(=O)NCc3ccco3)o2)cc1OC	1	7	0	-1	1	3	1
Cc1nnc(NC(=O)CSc2ccc3nnc(-c4ccccn4)n3n2)s1	-5	.	-5	.	.	.	40
c1ccc(Cn2nnc3c(N4CCN(Cc5ccc6c(c5)OCO6)CC4)ncnc32)cc1	.	36	.	-8	1	-1	-26
CN(c1ccc(OCC(=O)N2CCOCC2)cc1)S(=O)(=O)c1ccc(Cl)cc1	4	-2	-3	-3	.	-2	-9
c1ccc(-c2ccc(CN3CCN(c4ncccn4)CC3)cc2)cc1	.	2	.	-7	-5	-13	-5
CCOC(=O)C1(CCCc2ccccc2)CCN(C(=O)CCc2cnccn2)CC1	5	.	-2	.	.	.	-7
Fc1cccc(/C=N/Nc2nccnc2Cl)c1	0	-125	7	-7	-1	-2	4
CCOC(=O)c1ccccc1-c1csc(N)n1	1	.	2	.	.	.	-4
CCCCOc1ccc(C(=O)N2CCN(c3ncccn3)CC2)cc1	4	1	-4	-5	0	.	-5
Cc1ccc(NC(=O)C2=NNC(=O)CC2)cc1S(=O)(=O)Nc1ccc(SC(F)F)cc1	1	13	-1	-1	1	.	1
CCCCN(C=O)c1c(CC)nc2c(OCCC)cccn12	6	-2	1	1	-1	0	.
CCOC(=O)c1c(CC(C)C)csc1/N=C/C1=C(O)CCCC1=O	0	.	-2	.	0	3	.
Cc1ccc(N=Nc2c(N)n(-c3ccccc3)[nH]c2=O)cc1	.	-16	.	42*	-2	14	.
Remaining list, next part.
SMILES	ERp5 block	Statin myotox sup	SIRT5 block	esBAF inh	Cneo AK release	miR122 inh	ARNT TACC3 PPI
CCOC(=O)C1=C(C)NC(=O)NC1c1ccc(N2CCC(c3ccccc3)=N2)cc1 (stereo unspecified)	.	10	.	-10	2	-4	.
C=Cn1cc(CNC[C@H]2O[C@@H](n3cc(C)c(=O)[nH]c3=O)C[C@@H]2O)c(C)n1	4	4	-3	-4	-1	-3	.
CCc1ccccc1Nc1nc(N)nc(COC(=O)C2=COCCO2)n1	-1	8	-2	8	0	-15	4
COc1ccc(C(=O)N=c2sc3ccccc3n2C)cc1	8	-1	-2	27	-1	5	-2
CCC(=O)Nc1ccc2c(c1)C(=O)N(C)[C@@H]1CC[C@@H](CC(=O)NCC3CCCCC3)O[C@@H]1CO2	-2	17	0	4	2	1[16.7 µM]	1
O=C(O)c1cccc2c1Cc1cc([N+](=O)[O-])ccc1-2	2	3	4	-8	2	-3	-6
O=C(NCc1ccco1)C1CCCN1S(=O)(=O)c1ccccc1C(F)(F)F (stereo unspecified)	3	3	9	4	1	1	-3
COc1ccccc1NC(=O)Cc1ccc(-c2ccccc2)cc1	0	-10	-3	10	-5	.	-16
CO[C@@H]1CN(C)C(=O)c2ccc(NC(=O)c3cnccn3)cc2OC[C@@H](C)NC[C@H]1C	1	-5	15*	3	-3	.	-1
CN(C)C(=O)c1cccc(-c2ccc3c(c2)[C@H]2[C@H](CCN2C(=O)c2cnccn2)[C@H](CO)N3)c1	-4	-30	3	-3	1	1[16.7 µM]	-4
O=C(NCCCN1CCCCC1)c1ccc2c(c1)ncn2C1CCCC1	7	.	2	.	.	.	-1
CC12CCC(C(=O)NNC(=O)c3ccc(Br)cc3)(OC1=O)C2(C)C (stereo unspecified)	.	0	-3	9	.	1	-2
CC(=O)NC(Cc1c[nH]c2ccccc12)C(=O)N/N=C/c1ccccc1 (stereo unspecified)	3	-3	-1	1	1	-10	9
O=C(NCC[C@@H]1CC[C@H](NC(=O)C2CCCCC2)[C@H](CO)O1)c1ccc(F)cc1	-2	2	5	1	-2	.	9
Cc1noc(C)c1NC(=O)N(C)C[C@H]1OCCCC[C@@H](C)Oc2ccc(NC(=O)Nc3cccc4ccccc34)cc2C(=O)N([C@H](C)CO)C[C@@H]1C	.	.	.	9	43	2[16.7 µM]	-19
COc1cc(/C=N/OCC(=O)Nc2cc(C)on2)ccc1OCc1ccccc1	-1	.	28*	.	0	3	-2
CN(C)/C=C(/C(=O)c1ccc(Cl)cc1)n1cncn1	8	.	-2	.	.	7	-9
COc1ccc(C2NC(=O)NC(C)=C2C(C)=O)cc1 (stereo unspecified)	.	-2	.	-8	8	.	-1
O=C(C1CCCN(S(=O)(=O)c2ccc(Cl)cc2)C1)N1CCCC1 (stereo unspecified)	-1	14	-4	-4	2	.	-9
O=C1[C@H](Cc2ccccc2)NCC=CC[C@H](c2ccco2)N1Cc1ccccc1	0	1	-6	-5	0	-7	3
CCOC(=O)c1c(C)c(-c2ccccc2)n(CC(=O)NCCC(C)C)c1C	-3	0	-5	-6	1	.	-5
Cc1cccc(NCc2ccccc2O)n1	.	41	.	0	-4	1	-6
CN(C)CCn1c(=S)[nH]c2ccc(Cl)cc2c1=O	9	-1	11	-2	3	10	-5
CCCNC(=O)N(C)C[C@H]1Oc2ncc(-c3ccccc3F)cc2C(=O)N([C@H](C)CO)C[C@@H]1C	2	20	1	1	1	-13[16.7 µM]	-4
COc1ccc(C(=O)NCCN2CCCC2)cc1	-2	4	-3	-9	0	-5	-2
(list continues)
SMILES	ERp5 block	Statin myotox sup	SIRT5 block	esBAF inh	Cneo AK release	miR122 inh	ARNT TACC3 PPI
C[C@@H]1CCCCO[C@H](CN(C)S(C)(=O)=O)[C@H](C)CN([C@@H](C)CO)C(=O)c2cc(NC(=O)CCCN(C)C)ccc2O1	-7	-7	0	0	3	2[16.7 µM]	1
CC(C)CN(C(=O)c1ccc(=O)n(C)n1)c1c(N)n(Cc2ccccc2)c(=O)[nH]c1=O	-1	2	-1	-1	.	.	-2
CC(C(=O)O)c1cccc(Oc2ccccc2)c1 (stereo unspecified)	-3	5	0	3	2	-6	-13
CN1C(=O)c2cc(NC(=O)Nc3ccccc3)ccc2OC[C@@H]2O[C@H](CC(=O)NC3CCC3)CC[C@H]21	3	-10	1	0	-6	-10[16.7 µM]	4
CC(OC(=O)c1cc(-c2cccnc2)nc2ccccc12)C(=O)Nc1ccc2ccccc2c1 (stereo unspecified)	?	.	1	.	.	.	-6
CC(C)(C)CN1CCN(Cc2cc3ccccc3[nH]2)CC1CCO (stereo unspecified)	-4	4	-2	-4	-5	1	2
CCn1c(SCC(=O)c2ccccc2)nnc1-c1cccnc1	3	.	-1	.	.	.	1
CC(=O)NCc1nc2ccccc2n1C(C)C	-1	-1	-4	-1	2	.	-1
C=CCNc1nc2c(c(=O)[nH]c(=O)n2C)n1Cc1cccc(C)c1	1	6	-1	-2	1	1	-3
Cc1ccc(C(=O)NC(C)c2ccc(F)cc2)cc1 (stereo unspecified)	2	.	9	.	.	.	-3
CC(Sc1nc2ncc(Cl)cc2[nH]1)C(=O)NC1(C#N)CCCCC1 (stereo unspecified)	-2	-4	0	2	-1	-8	-1
COc1ccc(-c2nc(N)nc(C)c2-c2ccc(Cl)cc2)c(O)c1	-4	1	-2	4	1	2	3
COc1cccc(CN2CCN(C(c3ccccc3)c3ccccc3)CC2)c1O	1	4	16*	2	2	-1	6
CC(=O)Nc1cncc(-c2ccccc2N(C)C)n1	-2	7	-1	-5	33	4	.
C[C@@H]1CCCCO[C@H](CN(C)C(=O)Nc2ccc(C(F)(F)F)cc2)[C@@H](C)CN([C@H](C)CO)C(=O)c2cc(NC(=O)Nc3ccc4c(c3)OCO4)ccc2O1	3&3	-8&-5	0&-2	11&7	1&1	3[16.7 µM]	2
COc1ccc(NC(=O)CSc2nccn2C)c([N+](=O)[O-])c1	2	.	-1	.	.	.	0
Cc1ccccc1CN1C[C@@H]2C[C@@H](c3cn(C)nc3-c3ccccc3)N3CCC[C@@]23C1=O	3	.	2	.	.	.	5
Cn1c(=O)c2[nH]cnc2n(C)c1=O	1	-4	-4	2	-3	-4	-2
Cn1c(N)c(C(=O)COC(=O)COc2ccccc2C#N)c(=O)n(C)c1=O	-3	.	2	.	.	.	7
C[C@H]1CN([C@@H](C)CO)S(=O)(=O)c2ccc(-c3ccccc3)cc2O[C@H]1CN(C)Cc1ccccn1	-27	-13	-2	-6	0	-3[16.7 µM]	3
CC(=O)N(C)C[C@H]1Oc2cc(C#CC(C)C)ccc2S(=O)(=O)N([C@@H](C)CO)C[C@@H]1C	-3	8	1	-9	-1	53[16.7 µM]	-21
CCSc1nc(-c2ccc(OC)cc2)ccc1C#N	.	-21	.	-1	-2	0	-13
Nc1nc(SCc2ccccc2)c2ncn(C3CCCO3)c2n1 (stereo unspecified)	-2	0	-3	34	1	.	16
COc1ccc(CN(C)S(=O)(=O)c2nnc(NC(=O)c3ccc(C)cc3)s2)cc1OC	-3	17	2	4	-2	.	3
Cc1nc(SCC(=O)N2CCCC2=O)c2c(C)c(C)sc2n1	-1	0	.	12	1	-1	.
CS(=O)(=O)N(CC(=O)NCCC1=CCCCC1)C1CCCCC1	.	10	.	-2	0	2	6
CN(C)S(=O)(=O)c1cccc(NC(=S)N2CCc3ccccc32)c1	2	-9	1	16	.	6	4
CCCC#Cc1ccc2c(c1)O[C@@H](CN(C)C(=O)c1ccccc1F)[C@H](C)CN([C@H](C)CO)S2(=O)=O	1	-48	11	0	-8	44[16.7 µM]	26
Cc1c(Cl)cnc(NC(=O)CSc2nnc(C)n2Cc2ccccc2)c1Cl	.	.	.	-13	0	8	5

Entries of single compounds as entered above. Order of screens: ERp5 block | Statin myotox sup | SIRT5 block | esBAF inh | Cneo AK release | miR122 inh | ARNT TACC3 PPI
CC(C)CN(C(=O)c1ccc(=O)n(C)n1)c1c(N)n(Cc2ccccc2)c(=O)[nH]c1=O as listed: -1 | 2 | -1 | -1 | . | . | -2
CCCC#Cc1ccc2c(c1)O[C@@H](CN(C)C(=O)c1ccccc1F)[C@H](C)CN([C@H](C)CO)S2(=O)=O as listed: 1 | -48 | 11 | 0 | -8 | 44[16.7 µM] | 26
C[C@H]1CN([C@@H](C)CO)S(=O)(=O)c2ccc(-c3ccccc3)cc2O[C@H]1CN(C)Cc1ccccn1 as listed: -27 | -13 | -2 | -6 | 0 | -3[16.7 µM] | 3
Cc1c(Cl)cnc(NC(=O)CSc2nnc(C)n2Cc2ccccc2)c1Cl as listed: . | . | . | -13 | 0 | 8 | 5
CC(OC(=O)c1cc(-c2cccnc2)nc2ccccc12)C(=O)Nc1ccc2ccccc2c1 (stereo unspecified) as listed: ? | . | 1 | . | . | . | -6

Bioassay records as filed in PubChem.
